Coupling enz = inhibits coupling enzyme system, counter-screen for aldolase hits. activity change, negative = inhibition, % at 58.2 µM, hits read low. coupling enzyme system counterscreen, AmpLite Red fluorescence. actives 0.67% (n = 290,000). AID 2472; in the data active = activity change below about -30%; note: % is set by controls: 0 for no effect and ±100 for the full control effect
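Compounds tested against the coupling enzymes alone at 57.5 uM final; readout was AmpLite Red fluorescence (525/598 nm) after 20 min at RT.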
A-T KAP1 phos = potential ataxia-telangiectasia treatments restoring KAP-1 phosphorylation. actives 0.19% (n = 320,000). […] A-T fibroblasts, KAP-1 phosphorylation AlphaLISA; neocarzinostatin DNA damage 30 min before lysis. AID 485349. Potency, µM (highest dose often 57.5 µM), for inactives: top-dose activation, hits mostly activators; note: potency is the fitted concentration of half-maximal effect; % of control where 0% means no effect; nearly all actives have a fitted effect of over 45% in size
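hTERT-immortalized A-T patient fibroblasts ([…]), 500 cells/well in OPTI-MEM, 1% FBS, got compounds for 60 min, then NCS for 30 min at 37C. Lysates were then assayed for phospho-KAP-1 by AlphaLISA (anti-pKAP1 donor, anti-KAP1 acceptor beads), 6 hr at 25C.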
a7 integrin act = activates integrin-mediated alleviation for muscular dystrophy | actives 0.064% (n = 350,000) | alpha7betagal myoblasts, beta-gal FDG fluorescence, 48 h | Potency, µM (titrated, usually from 38.3 µM), for inactives: top-dose activation, usual class: activators;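 note: potency is the fitted concentration of half-maximal effect; 100% = response of the positive control SU9516; nearly all actives have a fitted effect of over 60% in size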
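Alpha7betagal+/- myoblasts (passage 13) were plated 16-24 hr, then exposed to compounds (1:260 dilution of DMSO stock) for 48 hours at 37C. After MPER lysis, β-galactosidase reporter activity was read as FDG fluorescence (ex 480/em 540) after 30 minutes.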
GALK inhibitor = galactokinase (human) inhibition; P51570; Purified GALK, Kinase-Glo residual ATP luminescence; Potency, µM (series often up to 57.5 µM), without a hit: at the top dose activity change, negative = inhibition, usual class: inhibitors; actives 0.007% (n = 270,000); AID 1868; note: potency is the fitted concentration of half-maximal effect; % is set by controls: 0 for no effect and ±100 for the full control effect
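Human GALK (5 nM) with 35 uM ATP and 100 uM galactose in 20 mM HEPES pH 8.0, 5 mM MgCl2, 60 mM NaCl, 1 mM DTT, 0.01% BSA. After 1 h at room temperature, leftover ATP was read by Kinase-Glo Plus luminescence.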
hERG WT inh = KCNH2 (human, wildtype) channel inhibition; Q12809; U2OS, BacMam KCNH2, thallium flux FluxOr; stronger effect = lower value; activity change, % at 1.84 µM; actives 0.37% (n = 340,000); AID 720551;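 active = maximum activity change below -70%; inconclusive = maximum activity change between -70% and -50%; inactive = maximum activity change above -50%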; note: % is set by controls: 0 for no effect and ±100 for the full control effect
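U2OS cells were transduced with wild-type KCNH2 virus (2.03 x 10^8 / mL) for 4 h at room temperature, then cultured overnight at 37 C. Thallium flux was read with FluxOr dye. Rate constants were normalized to DMSO controls.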
S-ASM inh = human S-ASM enzyme inhibition | P17405 | placental ASM, HMU-PC fluorogenic substrate, 60 min | Potency, µM (titrated, usually from 57.5 µM), for inactives: top-dose activity change, negative = inhibition, actives largely listed as inhibitors | actives 0.006% (n = 340,000); note: potency is the fitted concentration of half-maximal effect
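HMU-PC0 cleavage (9 uM final) by human placental ASM, 60 min at 37 °C following 10 min compound exposure at RT; stopped at pH 10, fluorescence Ex 386/Em 447 nm.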
CXXC DNA block = blocks binding of human MLL CXXC domain to DNA; Potency, µM (series often up to 115 µM), for the others: at the top dose activity change, negative = inhibition, most hits filed as inhibitors; Q03164; AID 2662; actives 0.037% (n = 290,000); MLL-CXXC / FITC-HOXA9 DNA fluorescence polarization; active = well fitted inhibition curve with a large enough effect in the polarisation, with a control signal flat, not every such curve was filed as active; inconclusive = small, poorly fitted or top-dose-only effect, or effect the other way, or a change in a side signal; inactive = no such curve, though single readings can be large or run the other way; the % refers to the polarisation; note: potency is the fitted concentration of half-maximal effect
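Steps: dispense CXXC domain solution (7 uM) → pin compounds or unlabeled HOX-A9 DNA control → 5 min ambient → add FLSN-HOX-A9 solution (50 nM) → spin → 30 min ambient → fluorescence polarization. Tris pH 7.5/NaCl/DTT/BSA buffer.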
MBNL1-CUG inh = MBNL1-poly(CUG) RNA binding inhibition; Q9NR56; TR-FRET MBNL1-His/biotin-(CUG)12 binding, 665/545 ratio; Potency, µM (titrated, usually from 57.5 µM), for inactives: at the highest dose activity change, negative = inhibition, usual class: inhibitors; actives 0.036% (n = 280,000); active = well fitted inhibition curve with a large enough effect in the signal ratio, with a control signal flat, not every such curve was filed as active; inconclusive = small, poorly fitted or top-dose-only effect, or effect the other way, or a change in a side signal; inactive = no such curve, though single readings can be large or run the other way; the % refers to the signal ratio; note: potency is the fitted concentration of half-maximal effect; % is set by controls: 0 for no effect and ±100 for the full control effect
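MBNL1-His + Biotin-(CUG)12, cpd titration 92 nM–58 uM; Tb anti-His Ab 0.055 ng/ul, SA-XL665 5 nM (final); 60 min RT; ratiometric 665/545 nm, Ex 340 nm; normalized to buffer and full-complex controls.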
TRPV1 ag = agonists of human vanilloid receptor 1 (TRPV1); Q8NER1; TRPV1-expressing cells, Fluo-8 calcium influx, agonist mode; activation, % at 8.33 µM; actives 0.19% (n = 320,000); AID 540275; in the data active = activation above about 80%; inconclusive = between about 30% and that limit; note: 0% is about no effect
Target sequence (Q8NER1 whole entry, looked up): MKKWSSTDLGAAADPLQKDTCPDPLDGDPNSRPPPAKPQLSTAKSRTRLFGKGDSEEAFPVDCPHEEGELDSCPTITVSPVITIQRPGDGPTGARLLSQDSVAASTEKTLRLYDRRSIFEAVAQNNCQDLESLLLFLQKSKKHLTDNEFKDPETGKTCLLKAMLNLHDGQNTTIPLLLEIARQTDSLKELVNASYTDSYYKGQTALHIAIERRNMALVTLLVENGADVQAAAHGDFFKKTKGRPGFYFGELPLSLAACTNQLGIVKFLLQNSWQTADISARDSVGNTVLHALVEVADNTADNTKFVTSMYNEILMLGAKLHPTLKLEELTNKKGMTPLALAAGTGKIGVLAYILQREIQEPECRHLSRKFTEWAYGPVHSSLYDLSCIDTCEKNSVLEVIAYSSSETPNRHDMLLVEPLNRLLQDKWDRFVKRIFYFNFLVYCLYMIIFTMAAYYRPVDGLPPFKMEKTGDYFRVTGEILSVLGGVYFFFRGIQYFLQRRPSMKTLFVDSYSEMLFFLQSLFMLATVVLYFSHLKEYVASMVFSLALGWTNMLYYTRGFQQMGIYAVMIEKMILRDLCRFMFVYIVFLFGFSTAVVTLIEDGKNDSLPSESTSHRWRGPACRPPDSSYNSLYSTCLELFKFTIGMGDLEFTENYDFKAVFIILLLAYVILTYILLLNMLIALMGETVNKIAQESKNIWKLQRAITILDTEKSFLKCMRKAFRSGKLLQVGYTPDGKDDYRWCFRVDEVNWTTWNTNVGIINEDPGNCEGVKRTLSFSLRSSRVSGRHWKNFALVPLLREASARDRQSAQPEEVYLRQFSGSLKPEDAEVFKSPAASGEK
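TRPV1-expressing cells were cultured overnight at 35.5C and loaded with Fluo-8 calcium dye for 40 to 90 min at room temperature. After a 10 s baseline, compound was added and calcium influx was read kinetically for 3 min (ex 480/em 520 nm).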
KCNH2 3.1 block = blocks the human KCNH2 3.1 channel isoform | U2OS KCNH2 3.1, thallium flux FluxOr; stronger effect = lower value | activity change, % (tested at about 1.8 µM) | AID 720553 | actives 0.95% (n = 340,000);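 active = maximum activity change below -70%; inconclusive = maximum activity change from -70% to -50%; inactive = maximum activity change above -50%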;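 note: thallium influx rate constant from kinetic fluorescence after stimulation buffer; % is set by controls: 0 for no effect and ±100 for the full control effect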
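FluxOr-based Tl+ influx in U2OS cells transduced with KCNH2 3.1 virus; rate constants normalized to DMSO controls.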
Active calls of the source: *; ? = inconclusive; / = no result given; [ ] = dose if it differs, or a comment. Unless noted, calls come from the whole dose curve; as a rule, active = well fitted curve in the direction sought with a large enough effect; inconclusive = small, poorly fitted or top-dose-only effect, or another doubt; inactive = no such curve, though single readings can be large; an effect the other way counts as inactive or inconclusive.

SMILES | Coupling enz | A-T KAP1 phos | a7 integrin act | GALK inhibitor | hERG WT inh | S-ASM inh | CXXC DNA block | MBNL1-CUG inh | TRPV1 ag | KCNH2 3.1 block
COc1cc(S(=O)(=O)NC2CC(C)(C)NC(C)(C)C2)c(OC)cc1Cl | 0 | -2% | 31% | 0% | 11 | 0% | -13% | -5% | 2 | 20
CCn1c(SCc2nc3ccccc3c(=O)[nH]2)nc2ccccc21 | 6 | 9% | 4% | -1% | 1 | 2% | -7% | / | 2 | -14
N#CCC(=O)Nc1ccc(C(=O)OCC(=O)NNC(=O)c2ccc(Cl)cc2)cc1 | / | -2% | 5% | / | 1 | 3% | / | / | 2 | -1
Cc1cccc(NC(=O)CSCC(=O)Nc2cc(Cl)ccc2N2CCN(C)CC2)c1 | 0 | 0% | -64%[inhibitor] | -3% | 7 | -2% | ? | -6% | 1 | -2
COc1ccc(-n2c(=O)cc(N3CCN(Cc4ccccc4)CC3)[nH]c2=O)cc1 | 0 | 2% | 8% | 1% | -12 | 4% | -4% | 20% | 1 | 5
O=C(NCCCN1CCOCC1)c1ccc2c(=O)n(-c3ccc(F)c(Cl)c3)c(=S)[nH]c2c1 | 2 | -1% | 12% | 9% | 0 | 18% | 5% | 4% | 0 | 7
Cc1ccc(C(=O)N2CCN(c3ncnc4c(C)csc34)CC2)cc1 | 5 | 1% | -13% | / | -19 | 2% | -15% | -11% | 7 | -15
C[C@H](CO)N1C[C@H](C)[C@@H](CN(C)C(=O)Nc2ccc(C(F)(F)F)cc2)Oc2c(NC(=O)Cc3ccccc3)cccc2C1=O | / | 7% | -17% | / | 3 | -14% | / | / | / | 5
CC(C)NS(=O)(=O)c1ccc(NC(=O)C(C)OC(=O)CCC2CCCC2)cc1 (stereo not given) | / | 4% | 42% | / | 1 | -9% | / | / | 21 | 20
CC(=O)c1cccc(NC(=O)C(C)OC(=O)c2cc(C)oc2C)c1 (stereo not given) | / | 7% | 20% | / | -1 | -1% | / | / | 29 | -11
C=CCN(C(=O)CCc1ccccc1OC)c1nc(-c2ccc(S(C)(=O)=O)cc2)cs1 | -1 | 17% | 0% | -2% | 1 | -6% | ? | 117%[activator] | 2 | -3
COc1ccc(OC)c(C2=NO[C@@H]3C(=O)N(c4cc(Cl)ccc4OC)C(=O)[C@H]23)c1 | -2 | -5% | 0% | 0% | -6 | 2% | -4% | 12% | -2 | -4
Cc1ccc(OCC(=O)Nc2ccc(NC(=O)c3ccco3)cc2)c(C)c1 | 0 | 4% | 46% | 16% | 0 | 1% | 9% | 4% | 1 | -5
N#Cc1ccccc1Cn1c(=O)n(CCC(=O)NCc2ccco2)c(=O)c2ccccc21 | 2 | -5% | -20% | / | 0 | 4% | 5% | -3% | 4 | -2
COc1ccc(OCc2nc(C#N)c(N3CCN(c4ccc(OC)cc4)CC3)o2)cc1 | -2 | -2% | -12% | 1% | 7 | 0% | -12% | -3% | 4 | -29
CCOc1ccc(NC(=O)CN2CCN(CC(=O)c3ccc(OCC)cc3)CC2)cc1 | 5 | -1% | -10% | 1% | 18 | -3% | 8% | -4% | / | -49
COC(=O)c1ccccc1Sc1c(/C=N/OC(=O)c2ccccc2)c(C(F)(F)F)nn1C | -1 | -1% | 0% | -5% | -1 | -1% | 6% | -1% | 5 | -21
CCOc1ccc(C(=O)NNC(=O)CNC(=O)c2ccc(C)s2)cc1OC | / | 0% | -29% | / | 4 | 3% | / | / | -1 | -1
COC(=O)Cn1ncn2cccc2c1=O | 6 | 8% | 5% | 7% | 9 | 3% | 3% | 2% | -4 | 5
COc1ccc(C(=O)CN2C(=O)c3ccccc3S2(=O)=O)cc1 | 0 | -8% | 2% | -1% | 1 | -1% | -9% | -11% | 2 | 16
CC(C)(C)C(=O)Oc1ccc2cc(-c3ccc4ccccc4n3)c(=O)oc2c1 | 0 | 1% | -9% | -1% | 22 | 279%[activator] | 48%[activator] | -7% | 17 | -14
CCN(C(=O)Cn1nc(C)c([N+](=O)[O-])c1C)c1c(N)n(Cc2ccccc2)c(=O)[nH]c1=O | / | 2% | -7% | / | -20 | 4% | / | / | -3 | -13
CCc1ccc(NC(=O)C(=O)NCCN2CCN(C(=O)c3ccco3)CC2)cc1 | 3 | / | 11% | 2% | 1 | -1% | -9% | -21% | 1 | -16
O=C(O)c1ccc2c(c1)C1C=CCC1C(c1ccncc1)N2 (stereo not given) | -31* | -3% | 1% | 3% | -23 | -3% | -1% | ? | 1 | -24
CC(=O)c1cccc(NS(=O)(=O)c2c(C)n[nH]c2C)c1 | 0 | / | 27% | 0% | -5 | 1% | 1% | 4% | 0 | 2

Not a retest: entries from further up.
SMILES | Coupling enz | A-T KAP1 phos | a7 integrin act | GALK inhibitor | hERG WT inh | S-ASM inh | CXXC DNA block | MBNL1-CUG inh | TRPV1 ag | KCNH2 3.1 block
C[C@H](CO)N1C[C@H](C)[C@@H](CN(C)C(=O)Nc2ccc(C(F)(F)F)cc2)Oc2c(NC(=O)Cc3ccccc3)cccc2C1=O | / | 7% | -17% | / | 3 | -14% | / | / | / | 5
CC(C)NS(=O)(=O)c1ccc(NC(=O)C(C)OC(=O)CCC2CCCC2)cc1 (stereo not given) | / | 4% | 42% | / | 1 | -9% | / | / | 21 | 20

(next part)
SMILES | Coupling enz | A-T KAP1 phos | a7 integrin act | GALK inhibitor | hERG WT inh | S-ASM inh | CXXC DNA block | MBNL1-CUG inh | TRPV1 ag | KCNH2 3.1 block
Cc1ccc(C2(CCNCc3ccco3)CCOC(C(C)C)C2)cc1 (stereo not given) | -2 | 0% | 0% | 5% | 2 | 2% | 4% | -5% | 22 | -15
CSc1nnc2c3c4c(sc3c(=O)n(-c3ccccc3)n12)CC(C)(C)OC4 | 2 | 3% | -14% | 3% | 11 | -1% | 5% | -8% | -4 | 0
CCOC(=O)c1cc(C#N)c(N2CCCC2)nc1-c1ccccc1 | 1 | 15% | -25% | 3% | -2 | 252%[activator] | -18% | 14% | 15 | -8
Cc1ccc(S(=O)(=O)C(C)C(=O)c2ccc3c(c2)OCCO3)cc1 (stereo not given) | -1 | 7% | 5% | -1% | -20 | 0% | -3% | -4% | 12 | -6
Cc1cc(NCc2ccccc2)nc2ccccc12 | -2 | / | 6% | -5% | 7 | 9% | 6% | -13% | 5 | -12
Cc1ccc(C)c2[nH]c(=O)c(CN(CC3CCCO3)C(=S)NCc3ccco3)cc12 (stereo not given) | -3 | 3% | -25% | 1% | -13 | -3% | 6% | 33%[activator] | 9 | 1
C#CCOc1c(Cl)cc(/C=N/NC(N)=S)cc1OCC | 2 | 10% | 11% | 1% | -3 | 3% | -2% | -8% | 2 | 1
CC(C)(C)c1ccc(C(=O)NCC(=O)OCc2ccc([N+](=O)[O-])cc2)cc1 | 0 | 2% | 13% | 1% | 21 | -4% | 2% | 4% | ? | -15
CCOC(=O)c1c(C)n(C)c2ccc(OCC(O)CN3CCN(C)CC3)cc12 (stereo not given) | -1 | 6% | -16% | 1% | -2 | 1% | -5% | -14% | / | -1
CN1CCN(c2nc(-c3ccccc3O)nc3ccccc23)CC1 | 2 | 5% | -11% | 4% | 10 | 2% | 0% | -2% | 3 | 4
O=C(CN(C1CCCCC1)S(=O)(=O)c1ccc(Cl)cc1)NCc1cccnc1 | 2 | 9% | -8% | 0% | 11 | 3% | 11% | 12% | 11 | -3
CSc1ccc2c(c1)C(N1CCN(C)CC1)Cc1ccc(F)cc1S2 (stereo not given) | / | / | -62%[inhibitor] | / | ? | -4% | / | / | / | -94*
O=C(CN1N=C(c2ccc(Cl)cc2)CCC1=O)NCc1cccs1 | 0 | 2% | / | 2% | / | / | 0% | -1% | ? | /
CCOC(=O)c1c(=O)n(O)c2ccc(OC)cc2[n+]1[O-] | -6 | -2% | -6% | 0% | 5 | -5% | -9% | ? | 0 | -2

Given with values under each structure: part of the list above.
Each structure is followed by: Coupling enz, A-T KAP1 phos, a7 integrin act, GALK inhibitor, hERG WT inh, S-ASM inh, CXXC DNA block, MBNL1-CUG inh, TRPV1 ag, KCNH2 3.1 block
C=CCN(C(=O)CCc1ccccc1OC)c1nc(-c2ccc(S(C)(=O)=O)cc2)cs1
→ -1, 17%, 0%, -2%, 1, -6%, ?, 117%[activator], 2, -3
COc1ccc(OC)c(C2=NO[C@@H]3C(=O)N(c4cc(Cl)ccc4OC)C(=O)[C@H]23)c1
→ -2, -5%, 0%, 0%, -6, 2%, -4%, 12%, -2, -4
Cc1ccc(OCC(=O)Nc2ccc(NC(=O)c3ccco3)cc2)c(C)c1
→ 0, 4%, 46%, 16%, 0, 1%, 9%, 4%, 1, -5
N#Cc1ccccc1Cn1c(=O)n(CCC(=O)NCc2ccco2)c(=O)c2ccccc21
→ 2, -5%, -20%, /, 0, 4%, 5%, -3%, 4, -2
COc1ccc(OCc2nc(C#N)c(N3CCN(c4ccc(OC)cc4)CC3)o2)cc1
→ -2, -2%, -12%, 1%, 7, 0%, -12%, -3%, 4, -29
